SIRT5 inh: SIRT5 desuccinylase inhibitors, primary screen, biochemical, fluorescence imaging, single point, set 5; NAD-dependent protein deacylase sirtuin-5, mitochondrial (Homo sapiens), Q9NXA8; Purified SirT5, succinyl-peptide AMC, trypsin-coupled fluorescence; inhibition, % at 15 µM; 330,000 compounds, 1.1% hits; AID 652115, 2013; in the data active means inhibition above about 15%
S100A4 inh HTS: inhibitors of S100A4-myosin IIA peptide binding, primary screen, biochemical, fluorescence polarization, TAMRA-MyoIIA peptide; inhibition, % at 10.7 µM; AID 652163, 2013; 360,000 compounds, 0.14% hits;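 active means mean inhibition of at least 70% across replicates, with every replicate also reaching that level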
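Material: human S100A4 monomer with TAMRA-labelled myosin IIA peptide; buffer or medium: HEPES pH 7.2 with CaCl2, KCl, NaCl, DTT, Triton; compound dosing: one concentration per compound; schedule: 5 min incubation before reading; benchmarks: neutral control DMSO, positive control TFP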
Xi reactivation: activators of inactive X chromosome reactivation, primary screen, imaging, XiGFP fibroblasts, GFP high-content imaging, set 2; 360,000 compounds, 0.055% hits; activation, % at 7.58 µM; XiGFP mouse fibroblasts, % GFP-positive cells imaging, 3 d; cells co-treated with 5-aza-dC sensitizer; scaled so ellipticine positive control = 100%;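 active means mean normalized replicate activation at least 10% and every replicate at or above 10%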;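 further: 0% = median of on-plate neutral control wells and 100% = ellipticine 6 µM median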
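Material: XiGFP fibroblasts, SV40-immortalized. Buffer or medium: DMEM plus 5-aza-dC sensitizer. Compound: single concentration per compound, delivered by pin transfer. Times: 3 days compound exposure. Controls: ellipticine 6 µM.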
Cneo AK release: Cryptococcus neoformans cell lysis inducers, primary screen, AK release luminescence, single concentration; 360,000 compounds, 0.2% hits; lysis activity, % at 15 µM; C. neoformans lysis, adenylate kinase release luminescence, 4 h; normalised: neutral wells 0, clomiphene wells 100;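 active means mean lysis activity across replicates of at least 80%, whatever share of replicates individually reach that level; inactive means mean lysis activity below 80%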
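Material: C. neoformans cells | Amount: Yeast cell density of 5 × 10^6 cells/mL | Medium: Fresh YPD growth medium | Dosing: Single dose | Times: Static 4 h at 37 °C with compound, 1 h detection | Detection: AK luminescence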
ERAP1 HTS inh: human ERAP1 aminopeptidase inhibitors, primary screen, biochemical, single point, plate reader. Endoplasmic reticulum aminopeptidase 1 (Homo sapiens), Q9NZ08. recombinant ERAP1, Leu-AMC fluorescence, 60 min. inhibition, % at 10.7 µM. 340,000 compounds, 0.15% hits;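 active means mean replicate inhibition of at least 30%, or all replicates individually reaching that 30% level; inactive means mean below 30% and not every replicate reaching it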;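 further: 0% = neutral control wells and 100% = L-leucinethiol positive control wells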
Target sequence (Q9NZ08 whole entry, looked up): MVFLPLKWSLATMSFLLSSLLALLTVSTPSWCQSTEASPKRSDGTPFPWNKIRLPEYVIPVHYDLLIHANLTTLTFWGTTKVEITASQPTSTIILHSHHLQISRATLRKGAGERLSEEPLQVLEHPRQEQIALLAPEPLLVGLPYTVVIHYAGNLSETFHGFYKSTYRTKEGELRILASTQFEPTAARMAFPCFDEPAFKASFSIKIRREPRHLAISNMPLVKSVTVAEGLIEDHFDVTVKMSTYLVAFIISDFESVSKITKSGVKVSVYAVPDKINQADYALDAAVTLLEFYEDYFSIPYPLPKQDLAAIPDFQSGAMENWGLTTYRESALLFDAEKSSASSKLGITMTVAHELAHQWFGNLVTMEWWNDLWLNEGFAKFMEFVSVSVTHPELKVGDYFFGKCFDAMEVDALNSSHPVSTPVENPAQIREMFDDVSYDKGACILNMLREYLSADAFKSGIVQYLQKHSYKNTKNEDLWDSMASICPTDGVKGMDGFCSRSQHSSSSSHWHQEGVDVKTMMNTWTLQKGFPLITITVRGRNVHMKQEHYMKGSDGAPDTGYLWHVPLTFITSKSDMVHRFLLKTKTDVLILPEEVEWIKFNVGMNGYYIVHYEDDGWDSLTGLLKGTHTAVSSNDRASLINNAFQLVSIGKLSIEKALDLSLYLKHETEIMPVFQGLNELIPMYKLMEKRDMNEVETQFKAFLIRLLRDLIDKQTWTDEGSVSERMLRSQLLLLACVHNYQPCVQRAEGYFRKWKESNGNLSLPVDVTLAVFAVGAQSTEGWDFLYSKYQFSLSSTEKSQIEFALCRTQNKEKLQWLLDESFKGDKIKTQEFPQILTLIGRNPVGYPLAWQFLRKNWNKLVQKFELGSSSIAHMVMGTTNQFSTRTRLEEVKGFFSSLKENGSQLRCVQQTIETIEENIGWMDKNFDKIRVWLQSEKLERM
PGC1a acetyl inh: inhibitors of PGC1a acetylation signal, primary screen, cell-based, U2OS, AlphaScreen, inhibitor mode; inhibition, % at 15.6 µM; AlphaScreen anti-acetyl-lysine; with virally co-expressed GCN5 acetyltransferase; 350,000 compounds, 0.17% hits;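 active means every replicate shows inhibition of at least 40%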;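 further: 0% = neutral control wells and 100% = positive control wells; some results beyond the cut were filed as inactive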
LGR2 antag: inhibitors of bursicon-induced LGR2 CRE-luciferase signal, primary screen, cell-based, HEK293, CRE-luciferase reporter, bursicon stimulation. bursicon-stimulated, 4 h. inhibition, % at 9.99 µM. 380,000 compounds, 0.35% hits. AID 720647, 2013;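 active means drop in luminescence signal, shown as inhibition above about 50% in the replicate tests, limit read from the data, passing the limit was not always enough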;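 further: agonist challenge used bursicon conditioned medium at about half maximal strength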
C2C12 statin: suppressors of statin myotoxicity in C2C12 myotubes, primary screen, cell-based, single point, plate reader. C2C12 myotubes + simvastatin, ATP luminescence, 48 h; scaled: DMSO 0, geranylgeraniol control 100. rescue of ATP level, % at 7.49 µM. 330,000 compounds, 0.78% hits;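 active means mean ATP rescue above about 67%, or every replicate alone reaching that limit, limit read from the data, passing the limit was not always enough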;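 further: myotubes were challenged with 10 µM simvastatin during compound exposure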
Numbers without * were called inactive; x = no result given; & = joins results of further samples.

SMILES	SIRT5 inh	S100A4 inh HTS	Xi reactivation	Cneo AK release	ERAP1 HTS inh	PGC1a acetyl inh	LGR2 antag	C2C12 statin
O=C(Nn1cnc2ccccc2c1=O)c1ccc(Cl)c([N+](=O)[O-])c1	-4	-3	0.0	-19	-3	-2	-15	11
C[C@@H]1CN([C@H](C)CO)C(=O)c2cc(NS(=O)(=O)c3cccs3)ccc2O[C@@H]1CN(C)Cc1ccc(Cl)c(Cl)c1	4	8	0.0	43	-4	-13	-24	34
CN(Cc1nc2ccc(F)cc2[nH]1)Cc1c(C(=O)N(C)C)nc2ccc(Cl)cn12	12	-3	0.0	x	1	3	7	x
C[C@H](CO)N1C[C@H](C)[C@H](CN(C)S(=O)(=O)c2cccc(C#N)c2)OCc2ccccc2-c2ccccc2C1=O	3	-4	-0.1	-1	0	2	8	-5
C[C@H]1CN([C@@H](C)CO)C(=O)Cc2cc(NC(=O)Nc3ccc4c(c3)OCO4)ccc2O[C@H]1CN(C)Cc1ccc(C(=O)O)cc1	3	-2	-0.8	-1	-1	5	-7	-7
Cc1ccc(NC(=O)CSc2nc(N)c(-c3ccccc3)c(=O)[nH]2)cc1Cl	1	-6	0.0	x	1	5	-16	x
CN(C)C(=O)c1ccc(-c2ccccc2[C@@H]2[C@@H](C#N)N(C(=O)C3CCCCC3)[C@H]2CO)cc1	0	3	0.1	x	-4	0	-20	x
Cc1c(Br)c([N+](=O)[O-])nn1CC(=O)NCc1cccnc1	-2	-2	x	2	-3	-3	0	8
Cc1noc(C)c1NC(=O)N(C)C[C@H]1Oc2ccc(NC(=O)C3CCCCC3)cc2C(=O)N([C@H](C)CO)C[C@@H]1C	-2	14&-21	0.1&0.0	-3&-3	-1	-1&-1	6&-2	31&13
CC(=O)Nc1nnc(SCC(=O)Nc2ccc3c(c2)OCCO3)s1	3	-2	0.3	0	0	-3	-12	3
CCCn1c(SCC(=O)N2CCN(CC)CC2)nc2c1c(=O)n(C)c(=O)n2C	-1	0	0.0	-2	-5	-3	9	5
CC1CCC(NC(=O)c2ccc(COc3ccccc3)o2)CC1 (stereo not drawn)	-3	1	0.0	1	-1	x	-16	-32
CC(=O)N(C)C[C@H]1Oc2cc(C#CC3CCCCC3)ccc2S(=O)(=O)N([C@@H](C)CO)C[C@@H]1C	2	46	-0.5	-4	1	9	6	x
Cc1cc2sc3ccccc3c(=O)c2c(C)c1O	4	9	0.0	x	7	1	-64	x
O=c1cc(-c2ccccc2)c2cc3c(cc2[nH]1)OCCO3	-5	-7	-0.1	x	1	-8	9	x
CC1CCC(NC(=O)c2ccc(CNc3c(NC4CCCCC4)c(=O)c3=O)cc2)CC1 (stereo not drawn)	0	-5	0.0	0	-4	5	x	0
O=[N+]([O-])c1ccc(-c2csc(N3CCc4ccccc4C3)n2)cc1	x	x	-0.1	0	x	1	-23	x
CC(=O)c1ccc(S(=O)(=O)NCCC(=O)NC2CCN(Cc3ccccc3)CC2)cc1	0	-3	0.0	2	2	3	5	3
CCNC(=O)C[C@H]1CC[C@@H]2[C@@H](COc3ccc(NC(=O)c4cscn4)cc3C(=O)N2C)O1	3	0	0.4	4	-4	-7	6	-10
C[C@H](CO)N1C[C@H](C)[C@@H](CN(C)S(=O)(=O)c2cccs2)Oc2ccc(NS(=O)(=O)c3cccs3)cc2CC1=O	x	x	0.1	x	x	5	17	5
CCOCCCNC(=O)c1ccc(OC)c(OC2CCN(C(C)C)CC2)c1	-1	1	0.0	-1	-3	x	1	1
O=C1c2cc(Cl)ccc2OC2(CCNCC2)C12CC(c1ccccc1)=NO2 (stereo not drawn)	x	0	0.0	1	10	3	-7	-6
O=C(COC(=O)c1c(F)cccc1F)NCc1ccc2c(c1)OCO2	-12	-8	0.1	0	2	-6	-2	4
c1coc(CSc2ncnc3c2oc2ccccc23)c1	-5	-9	0.0	-3	x	-11	x	3
O=C(/C=C/c1ccccc1O)c1ccc(Cl)cc1	0	9	0.1	x	-1	x	-64	x

(more compounds)
SMILES	SIRT5 inh	S100A4 inh HTS	Xi reactivation	Cneo AK release	ERAP1 HTS inh	PGC1a acetyl inh	LGR2 antag	C2C12 statin
c1ccc(-c2nnc(SCC3CCCCO3)nc2-c2ccccc2)cc1 (stereo not drawn)	x	-2	0.0	5	3	3	-8	8
CCC1CCCCN1S(=O)(=O)c1ccc(C(=O)Nc2nnc(C3=COCCO3)o2)cc1 (stereo not drawn)	1	-21	0.3	1	2	4	-7	-7
CC(C)NC(=O)C1(C)CCN1C(=O)C1(c2ccccc2)CC1 (stereo not drawn)	x	-2	-0.1	-9	-3	-4	3	-5
COc1cccc(NC(=O)Nc2ccc3c(c2)C(=O)N(C)C[C@@H](OC)[C@@H](C)CN(C)[C@H](C)CO3)c1	-3	1	-0.1	-4	0	2	20	25
COCCn1c(Cc2ccccc2)nnc1SCc1ccc([N+](=O)[O-])cc1	-2	0	0.0	x	1	x	1	x
C[C@@H]1CN([C@H](C)CO)C(=O)c2cccc(NC(=O)Nc3ccc4c(c3)OCO4)c2O[C@@H]1CN(C)C(=O)NC1CCCCC1	11	1	0.2	-4	-2	8	1	19
CCC(=O)N1[C@@H]2CN(C(=O)NC(C)C)c3ccccc3[C@@H]2[C@@H]1CO	-3	1	0.4	-3	-1	17	5	-13
CN1/C(=C/C(=O)CSc2ccccc2C(=O)O)C(C)(C)c2ccccc21	3	-47	0.0	0	8	3	1	-19
Cc1c(Nc2nc(-c3ccccc3)cs2)c(=O)n(-c2ccccc2)n1C	2	-2	0.3	x	1	x	-17	x
CCC(=O)N(Cc1ccco1)c1nc(C(=O)Nc2ccc(Cl)cc2)c(C)s1	0	-1	-0.1	x	-2	x	2	x
CCNC(=O)[C@@H]1[C@@H](CO)[C@@H]2Cn3c(ccc(-c4cncnc4)c3=O)[C@H]1N2C(=O)Nc1ccccc1	-36	14	-0.1	-4	1	x	9	-2
CCNS(=O)(=O)c1ccc(CCC(=O)N2CCN(C(=O)OCC)CC2)cc1	15*	4	0.0	2	-2	-14	7	-3
O=S(=O)(c1ccc(SCc2ccccc2)nc1)N1CCCC1	-3	1	0.2	-1	-4	-4	-5	12
N#CC1=C(N)C(C#N)(C#N)[C@H](c2c(F)cccc2F)[C@H]2CC3(CC=C12)OCCO3	-2	5	x	-2	2	-25	1	x
C[C@@H]1CN([C@H](C)CO)C(=O)c2cc(NC(=O)Cn3cnnn3)ccc2O[C@H]1CN(C)S(=O)(=O)c1cn(C)cn1	2	-2	-1.2	-3	-3	4	-6	19
CO[C@@H]1CN(C)C(=O)c2cc(NC(=O)CC(F)(F)F)ccc2OC[C@H](C)NC[C@H]1C	2	-32	0.1	x	-2	x	12	x
C[C@@H]1CCCCO[C@@H](CN(C)Cc2ccc(C(=O)O)cc2)[C@@H](C)CN([C@H](C)CO)C(=O)c2cc(NC(=O)Nc3ccc4c(c3)OCO4)ccc2O1	0	3	-1.1	55	-3	3	33	x
Cc1c(NC(=O)c2ccc3c(c2)C(=O)N(Cc2ccco2)C3=O)cccc1C(=O)O	12	-1	0.0	x	-7	x	x	x
Cc1ccc(S(=O)(=O)N(C)C[C@@H]2OCCCC[C@@H](C)Oc3ccc(NC(=O)Nc4c(C)noc4C)cc3C(=O)N([C@@H](C)CO)C[C@H]2C)cc1	0	4	-0.1	-4	2	-6	-6	x
COc1cccc(C2C3=C(N=c4s/c(=C\c5cccc(O)c5)c(=O)n42)c2ccccc2CC3)c1OC (stereo not drawn)	1	-2	0.0	0	2	-10	12	x
CCOC(=O)c1ccc(NC(=O)Nc2ccn(C)n2)cc1	1	3	x	-3	-3	12	-20	x
CNC(=O)C(=O)Nc1c(O)c2ccccc2[nH]c1=O	0	-2	-0.2	1	-1	-7	-6	x
C[C@H]1CN([C@@H](C)CO)C(=O)c2cccc(NC(=O)c3ccncc3)c2O[C@H]1CN(C)Cc1ccncc1	3	7	-0.9	-6	0	5	25	19
O=C(Oc1ccc2ccccc2c1)C1CCC1	-1	-5	0.1	-5	-4	-9	4	26
C[C@@H]1CN([C@@H](C)CO)C(=O)c2cccc(NC(=O)Nc3ccc4c(c3)OCO4)c2O[C@H]1CN(C)Cc1ccc(C(=O)O)cc1	-10	-20	-0.6	x	2	3	-14	x
Cc1cccc(S(=O)(=O)N2C[C@H](O)COC[C@@H]3O[C@H](CC(=O)N4CCN(C)CC4)CC[C@H]32)c1	1	-16	0.1	3	2	3	-76	-5
C[C@@H]1CN([C@@H](C)CO)C(=O)c2cc(NC(=O)Cc3ccccc3)ccc2O[C@H]1CN(C)C(=O)Nc1cccc2ccccc12	4	-11	0.2	3	0	1	1	28

These rows are one share of the data; count on the stated rates, not on these rows.
